Bioassay records deposited in PubChem BioAssay by National Center for Advancing Translational Sciences (NCATS).
CHX counter: counter-screen hit for Shiga toxin inhibitors, cycloheximide; cell reporter, cycloheximide protein synthesis inhibition counterscreen; max response, %; 300,000 compounds, 12% hits; AID 2314; in the data active means max response mostly above about 13%, no sharp cut-off; inactive means mostly below about 14%; further: read at 38.3 µM for the half of the compounds with a filed dose; 0% is about no effect
FBPA Giardia inh: Giardia lamblia aldolase inhibition. purified Giardia FBPA. Potency, µM (top dose mostly 59.6 µM), for the others: top-dose activity, negative = inhibition, hits mostly inhibitors. A8B2U2. 290,000 compounds, 0.71% hits. AID 2451; further: potency means the concentration at half of the fitted maximal effect; on the % scale 0 is the no-effect control and ±100 the full control effect; nearly all actives have a fitted effect of over 55% in size
Target sequence (A8B2U2 whole entry, looked up): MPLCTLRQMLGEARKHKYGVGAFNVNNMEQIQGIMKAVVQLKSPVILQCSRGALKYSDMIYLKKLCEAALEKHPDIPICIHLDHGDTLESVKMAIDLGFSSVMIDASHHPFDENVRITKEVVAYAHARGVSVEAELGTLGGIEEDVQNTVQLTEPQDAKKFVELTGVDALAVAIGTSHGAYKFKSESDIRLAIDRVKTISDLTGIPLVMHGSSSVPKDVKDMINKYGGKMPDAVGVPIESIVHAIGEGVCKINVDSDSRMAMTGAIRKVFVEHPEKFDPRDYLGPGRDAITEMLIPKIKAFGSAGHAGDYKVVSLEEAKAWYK
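Giardia FBPA (40 nM reagent) was preincubated 10 min at RT with compound (up to 57.5 uM final), then substrate plus GAPDH/TPI/NAD/arsenate coupling system with diaphorase/resazurin was added; resorufin fluorescence (525/598 nm) was read after 20 min.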
Shiga inhibitor: inhibitors of Shiga toxin in Vero cells; Vero cells, Shiga toxin protein synthesis inhibition reporter; inhibition, % at 38.7 µM; 290,000 compounds, 9.2% hits; AID 2315; in the data active means inhibition mostly above about 28%, no sharp cut-off; inactive means mostly below about 43%; further: 0% is about no effect
Sm TGR block: blocks Schistosoma mansoni thioredoxin glutathione reductase | Potency, µM (highest dose often 114 µM), for inactives: at the highest dose activity change, negative = inhibition, most hits filed as inhibitors | 360,000 compounds, 3% hits | purified TGR, DTNB reduction, TNB absorbance 405 nm | Q962Y6; further: potency means the concentration at half of the fitted maximal effect; on the % scale 0 is the no-effect control and ±100 the full control effect; nearly all actives have a fitted effect of over 60% in size
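Kinetic colorimetric format: TGR-catalysed, NADPH-driven DTNB reduction monitored via TNB absorbance. Enzyme dispensed at 20 nM; compound exposure 15 min at room temperature before reaction start.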
Pf growth 96h: P. falciparum growth inhibition at 96 hours | AID 504834 | 320,000 compounds, 6.9% hits | P. falciparum luciferase reporter growth, 96 h | Potency, µM (doses to about 28.7 µM), for inactives: at the highest dose activity change, negative = inhibition, usual class: inhibitors; further: potency means the concentration at half of the fitted maximal effect; on the % scale 0 is the no-effect control and ±100 the full control effect
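P. falciparum expressing integrated firefly luciferase, in erythrocytes at 2% hematocrit, 0.05% parasitemia, incubated with compounds 96 h at 37 C, 5% CO2. Growth inhibition read as loss of luminescence; two-generation exposure targets delayed-death apicoplast inhibitors.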
Pf growth 48h: P. falciparum growth inhibition at 48 hours (one generation); AID 504832; Potency, µM (series often up to 28.7 µM), inactives show top-dose activity change, negative = inhibition, most hits filed as inhibitors; P. falciparum luciferase growth in erythrocytes, 48 h; 310,000 compounds, 5.9% hits; further: potency means the concentration at half of the fitted maximal effect; on the % scale 0 is the no-effect control and ±100 the full control effect
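Here the parasites carry a stable luciferase gene and grow inside erythrocytes in Albumax-based RPMI medium with compound for one erythrocytic cycle. Activity is scored as loss of luminescent signal.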
* marks the source's active call; other numbers are inactive results; ? = inconclusive; . = no result given; [ ] = dose if it differs, or a comment. Unless noted, the call rests on the fitted dose curve; in most records, active means well fitted curve in the direction sought with a large enough effect; inconclusive means small, poorly fitted or top-dose-only effect, or another doubt; inactive means no such curve, though single readings can be large; an effect the other way counts as inactive or inconclusive.

#1 COc1cc(-n2c(C)nc3cccnc32)c(Cl)cc1C(=O)O
#2 Nc1nc(-c2ccco2)nn1C(=O)c1ccc(F)cc1
#3 COc1cccc(CN2CC(C(=O)NCc3ncc(C)[nH]3)CCC2=O)c1 (configuration not stated)
#4 CSc1cccc(NC(=S)N2CCC(N(C)C3CCCC3)CC2)c1
#5 CSc1ncc2c(=O)[nH]c(-c3ccccc3)nc2n1
#6 CC(C)[C@H]1c2ccc(F)cc2CC[C@@]1(CCN(C)CCCc1nc2ccccc2[nH]1)OC(=O)C1CC1
#7 O=C(CCCc1nc(-c2ccc(Cl)cc2)no1)NC1CCCCC1
#8 O=C(N/N=C/c1ccc(N2CCOCC2)cc1)c1ccncc1
Assay by compound	1	2	3	4	5	6	7	8
CHX counter	20*	20	1	6	-5	-10	-1	.
FBPA Giardia inh	11%	3%	.	-5%	-2%	?	2%	.
Shiga inhibitor	44	-12	-2	-11	0	-25	-4	.
Sm TGR block	10%	1%	4%	-24%	0%	.	-3%	?
Pf growth 96h	?	56%[activator]	29%	?	?	.	8%	-10%
Pf growth 48h	10%	13%	45%[activator]	-7%	?	.	11%	-22%

#9 Cc1ccc(CCN2CC(C(=O)N3CCC4(CC3)OCCO4)CC2=O)cc1 (configuration not stated)
#10 CCCCn1c(O)c(/C(CC)=N/N2CCCCC2c2cccnc2)c(=O)[nH]c1=S (configuration not stated)
#11 COc1cccc(NC(=O)Nc2cccc(C)n2)c1
#12 CC(=O)N1CCN(c2ccc(NCc3ccccc3)cc2)CC1
#13 COc1ccc(Cc2nnc(NC(=O)c3c(-c4ccccc4)noc3C)s2)cc1
#14 CCN(CC(=O)Nc1ccc(S(=O)(=O)N2CCCCC2)cc1)Cc1ccccc1
#15 CCN=C1SC(C(=O)Nc2cc(Cl)cc(Cl)c2)CC(=O)N1CC (configuration not stated)
#16 CCCCNc1c(-c2ccc(-c3ccc(C(C)=O)cc3)c(OC)c2)nc2cnccn12
Assay by compound	9	10	11	12	13	14	15	16
CHX counter	-1	-7	53*	5	-5	.	0	.
FBPA Giardia inh	4%	-14%	9%	-19%	3%	.	9%	.
Shiga inhibitor	-12	-1	92*	17	-22	.	-5	.
Sm TGR block	1%	-1%	-2%	-46%	12%	-17%	-2%	-12%
Pf growth 96h	?	2.9µM*	?	.	55%[activator]	?	80%[activator]	?
Pf growth 48h	34%	9.3µM*	109%[activator]	44%[activator]	-12%	?	17%	9.3µM*

#17 Cc1ccc(CCNC(=O)C2CCN(S(=O)(=O)N3CCCCC3)CC2)cc1
#18 COc1cc(OC)c(C2CC(=O)N3CN(c4ccccc4C)CSC3=C2C#N)cc1OC (configuration not stated)
#19 CCN(CC)c1ccc(C(=O)O)cc1
#20 O=C(CCl)Nc1ccc2c(c1)OCO2
#21 CC(C)(C)c1ccc(C(=O)OC/C(O)=C(\C#N)c2nc3ccccc3s2)cc1
#22 CCn1c(Cc2ccccc2)nnc1SCC(=O)Nc1ccccc1
#23 CC(O)c1nc2ccccc2n1Cc1ccccc1 (configuration not stated)
#24 O=C(COC(=O)CCC(=O)c1ccc(F)cc1)Nc1nnc(-c2ccccc2)o1
Assay by compound	17	18	19	20	21	22	23	24
CHX counter	-1	10	-2	34*	-7	-2	-1	.
FBPA Giardia inh	.	4.5µM*	-3%	-5%	13%	0%	-6%	.
Shiga inhibitor	-8	-5	-10	26	-13	-13	-10	.
Sm TGR block	1%	32µM*	6%	16µM*	-9%	-6%[11.4 µM]	5.6µM*	1%
Pf growth 96h	?	4%	75%[activator]	15µM*	-24%	31%[activator]	?	-13%
Pf growth 48h	-5%	?	0%	?	13%	.	-27%	?

#25 Oc1c(C(c2cccs2)N2CCN(c3ccccc3)CC2)ccc2cccnc12 (configuration not stated)
#26 COc1ccc(-c2nc3ccccc3c(=O)n2-c2ccc(OC)cc2)cc1
#27 CC(C)(C)N=C1NN=C(c2ccc(Cl)cc2)CS1
#28 COCC(C)NC(=O)C(C)N1c2cccc3cccc(c23)S1(=O)=O (configuration not stated)
#29 COc1ccc(S(=O)(=O)N(C)C)cc1NC(=O)COC(=O)CC1CCCC1
#30 CN1CCN(c2nc3c(c(=O)[nH]c(=O)n3C)n2Cc2ccc([N+](=O)[O-])cc2)CC1
#31 COc1cccc(/C=C/C(=O)N2CCN(c3ccccn3)CC2)c1
#32 Cc1scc(C(=O)NNC(=S)NCc2ccccc2)c1C
Assay by compound	25	26	27	28	29	30	31	32
CHX counter	2	5	70*	1	-6	-2	19	-1
FBPA Giardia inh	?	1%	-1%	-22%	4%	7%	.	6%
Shiga inhibitor	30	-11	91*	-4	11	-5	19	1
Sm TGR block	0.71µM*	0%	-17%	-3%	10%	-2%	-9%	-12%
Pf growth 96h	?	20%	-71%	7%	-6%	69%[activator]	5%	14%
Pf growth 48h	?	-14%	-58%	24%	0%	-12%	1%	5%

#33 CC1CN(c2sc(S(C)(=O)=O)nc2S(=O)(=O)c2ccc(Cl)cc2)CC(C)O1 (configuration not stated)
#34 CCOc1ccc(CNC(=O)C2CCC(=O)N2C2CCCC2)cc1OC (configuration not stated)
#35 CCOC(=O)C1=C(COC(=O)c2ccc(Br)o2)NC(=O)NC1C (configuration not stated)
#36 CCCC(=O)Nc1ccc(NC(=O)c2ccccc2F)cn1
#37 Oc1c(Cl)cc(Cl)cc1/C=N/NC(=S)NC1CC2C=CC1C2 (configuration not stated)
#38 CC(=O)Nc1c(C)nn(-c2ccc([N+](=O)[O-])cc2)c1C
#39 CC1(Cn2ccnn2)[C@H](C(=O)O)N2C(=O)C[C@H]2S1(=O)=O (some centres not stated)
#40 CCn1c(/C=C/c2ccccc2)nc2ccccc2c1=O
Assay by compound	33	34	35	36	37	38	39	40
CHX counter	-6	-2	6	16*	1	-3	-2	2
FBPA Giardia inh	.	6%	-2%	0%	29%	-3%	-7%	5%
Shiga inhibitor	-6	-7	5	24	31	-5	-3	19
Sm TGR block	14µM*	7%	-1%	3%	-8%	-33%	.	9%
Pf growth 96h	?	285%[activator]	7%	-4%	?	?	-15%	0%
Pf growth 48h	-12%	-3%	-32%	41%[activator]	0.83µM*	-22%	-1%	-25%

#41 O=C(NCc1ccccn1)c1cc2c(ccc3ccccc32)oc1=O
#42 O=C(CN1C(=O)NC2(CCCCCC2)C1=O)c1ccc(F)cc1
#43 CC1CCCC(NC(=O)COC(=O)CSc2ccc3ccccc3c2)C1C (configuration not stated)
#44 OCC1(Cc2ccccc2F)CCCN(CCc2ccccc2)C1 (configuration not stated)
#45 O=C(NN1C(=O)/C(=C\c2cccnc2)SC1=S)c1ccco1
#46 CC(C)C(NC(=O)C1CCCCC1)C(=O)Nc1ccncc1 (configuration not stated)
#47 COc1ccc(C2/C=C\CN(C(=O)CC(C)(C)C)C(C)C(=O)N2Cc2ccc(F)cc2)cc1 (configuration not stated)
#48 COc1cc(N/C=C(\C(C)=O)c2ccccc2)cc(OC)c1
Assay by compound	41	42	43	44	45	46	47	48
CHX counter	13	.	-2	-4	7	-5	6	3
FBPA Giardia inh	0%	.	-1%	4%	15%	0%	2%	-2%
Shiga inhibitor	14	.	-8	-9	-4	-15	-7	-3
Sm TGR block	2%	-1%	-3%	-13%	0%	17%	.	2%
Pf growth 96h	3%	25%	-25%	?	27%	95%[activator]	.	?
Pf growth 48h	22%[5.75 µM]	22%	6%	?	-12%	?	.	?

Arranged by heavy-atom count (descending): ten of the compounds above
#47 COc1ccc(C2/C=C\CN(C(=O)CC(C)(C)C)C(C)C(=O)N2Cc2ccc(F)cc2)cc1 (configuration not stated)
#21 CC(C)(C)c1ccc(C(=O)OC/C(O)=C(\C#N)c2nc3ccccc3s2)cc1
#43 CC1CCCC(NC(=O)COC(=O)CSc2ccc3ccccc3c2)C1C (configuration not stated)
#3 COc1cccc(CN2CC(C(=O)NCc3ncc(C)[nH]3)CCC2=O)c1 (configuration not stated)
#8 O=C(N/N=C/c1ccc(N2CCOCC2)cc1)c1ccncc1
#46 CC(C)C(NC(=O)C1CCCCC1)C(=O)Nc1ccncc1 (configuration not stated)
#40 CCn1c(/C=C/c2ccccc2)nc2ccccc2c1=O
#39 CC1(Cn2ccnn2)[C@H](C(=O)O)N2C(=O)C[C@H]2S1(=O)=O (some centres not stated)
#11 COc1cccc(NC(=O)Nc2cccc(C)n2)c1
#27 CC(C)(C)N=C1NN=C(c2ccc(Cl)cc2)CS1
Assay by compound	47	21	43	3	8	46	40	39	11	27
CHX counter	6	-7	-2	1	.	-5	2	-2	53*	70*
FBPA Giardia inh	2%	13%	-1%	.	.	0%	5%	-7%	9%	-1%
Shiga inhibitor	-7	-13	-8	-2	.	-15	19	-3	92*	91*
Sm TGR block	.	-9%	-3%	4%	?	17%	9%	.	-2%	-17%
Pf growth 96h	.	-24%	-25%	29%	-10%	95%[activator]	0%	-15%	?	-71%
Pf growth 48h	.	13%	6%	45%[activator]	-22%	?	-25%	-1%	109%[activator]	-58%

The listing continues.
#49 O=C(COC(=O)c1ccc(NS(=O)(=O)c2cccs2)cc1O)NC1CCCCC1
#50 COc1cccc(C(C)NC(=O)C2CCCO2)c1 (configuration not stated)
#51 COCCNC(=O)CN1c2ccccc2CC1C (configuration not stated)
#52 CCC(C)(C)NC(=O)Cn1c(=O)oc2cc(S(=O)(=O)N3CC(C)CC(C)C3)ccc21 (configuration not stated)
#53 COC(=O)CSc1nc(C(C)C)nc2ccccc12
#54 CC(=O)Nc1ccc(OS(=O)(=O)c2ccc(C)cc2C)cc1
#55 COc1ccc([N+](=O)[O-])cc1NC(=O)c1ccccc1SC
#56 Cn1c(CC2C(=O)Nc3ccc(Br)cc32)nc2ccccc2c1=O (configuration not stated)
Assay by compound	49	50	51	52	53	54	55	56
CHX counter	-3	-5	-4	-1	-1	-3	-1	1
FBPA Giardia inh	12%	1%	-6%	6%	7%	0%	1%	-17%
Shiga inhibitor	19	2	24	-7	-13	-13	35	-11
Sm TGR block	0%	-28%	0%[11.4 µM]	6%	-20%	4%	16%	-22%
Pf growth 96h	3%	270%[activator]	?	?	-2%	79%[activator]	28%	.
Pf growth 48h	-8%	?	.	?	-1%	2%	0%	?

#57 NC(=O)COC(=O)C1c2ccccc2Oc2ccccc21
#58 CCOc1ccc(N2C(=O)CC(SCC(=O)O)C2=O)cc1 (configuration not stated)
#59 CCCC(=O)Nc1cc2c3c(c1)CC(=O)N3CCC2
#60 Cc1ccc(S(=O)(=O)Nc2ccc(Br)cc2/C=N/n2cnnc2)cc1
#61 Cn1c(=O)c2c(nc(-n3ccnc3)n2Cc2ccccc2)n(C)c1=O
#62 CCN(CC)c1ccc(/C=C2/C(=O)c3ccc(C(=O)O)cc3C2=O)cc1
#63 N/C(Cc1ccc([N+](=O)[O-])cc1)=N\OC(=O)C1CCCCC1
Assay by compound	57	58	59	60	61	62	63
CHX counter	-1	4	-5	0	14	77*	8
FBPA Giardia inh	-2%	4%	-1%	19%	17%	-3%	-12%
Shiga inhibitor	1	-3	-4	-8	22	68*	-19
Sm TGR block	6%	-7%	-13%	8%	0%	-14%	-3%
Pf growth 96h	12%	15%	25%	3.7µM*	?	7%	24%
Pf growth 48h	-2%	6%	14%	0%	-2%	-5%	?
